CHO parental Ca: ATP-evoked calcium signal inhibitors, parental CHO, primary screen, counter-screen for OX1R antagonist project, cell-based, fluorescence, Fluo-8 calcium dye; parental CHO-K1, ATP-induced calcium, Fluo-8 fluorescence; hit rate 0.63% among 330,000; AID 463079, 2010; inhibition, % at 5.6 µM;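 active = inhibition above that plate's mean sample inhibition plus 3 SD, cut at about 26% in these data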;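 note: 0% = ATP-challenged DMSO wells and 100% = DMSO wells without ATP; some compounds past the cut are filed as inactive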
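Test system: untransfected parental CHO cell line; also added: ATP stimulus; dosing: 5.6 µM, single dose; signal: calcium-sensitive Fluo-8 fluorescence; measure: percent inhibition of ATP-evoked calcium rise, normalized to controls; benchmarks: low control ATP plus DMSO, high control DMSO only; replication: one well per compound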
TAAR1 agonist: human TAAR1 agonists, primary screen, Fluo-8 calcium fluorescence, CHO RD-HGA16 cells. vehicle wells 0%, saturating PEA agonist 100%. activation, % at 3 µM. hit rate 0.99% among 360,000. AID 624467, 2012;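 active = activation above the mean activation of all test compounds in the run plus 3 SD, cut at about 38% in these data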
Target sequence (Q96RJ0 whole entry, looked up): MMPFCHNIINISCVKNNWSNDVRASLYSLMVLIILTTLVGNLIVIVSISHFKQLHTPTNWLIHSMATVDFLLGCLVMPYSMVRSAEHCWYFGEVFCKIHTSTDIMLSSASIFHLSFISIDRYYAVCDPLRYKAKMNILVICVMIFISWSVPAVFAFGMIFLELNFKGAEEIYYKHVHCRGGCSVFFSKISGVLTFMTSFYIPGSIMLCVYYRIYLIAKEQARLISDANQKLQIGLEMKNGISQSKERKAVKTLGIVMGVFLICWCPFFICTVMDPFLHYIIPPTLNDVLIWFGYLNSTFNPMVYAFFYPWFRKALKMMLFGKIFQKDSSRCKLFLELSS
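Benchmarks: low control DMSO, high control PEA (EC100); System: CHO RD-HGA16 cells carrying human TAAR1 plus Gα16; Detection: Fluo-8 fluorescence, 5 s baseline then 140 s kinetic read; Schedule: 17-24 h plating, Fluo-8 75 min 37 °C, 30 min RT; Read-out basis: % activation from peak over basal fluorescence ratio, DMSO-to-PEA scaled.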
CHRM1 agonist: human M1 muscarinic receptor agonists, primary screen, Fluo-8 calcium fluorescence, CHO-K1 cells, HTS | Muscarinic acetylcholine receptor M1 (Homo sapiens), P11229 | activation, % at 3 µM | CHO-K1 hM1, agonist mode; 0% DMSO, 100% acetylcholine EC100 | hit rate 0.33% among 360,000;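 active = activation above the run's mean compound activation plus 3 SD, cut at about 16% in these data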;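 note: peak over basal fluorescence ratio within a 140 s kinetic read after compound addition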
Target sequence (P11229 whole entry, looked up): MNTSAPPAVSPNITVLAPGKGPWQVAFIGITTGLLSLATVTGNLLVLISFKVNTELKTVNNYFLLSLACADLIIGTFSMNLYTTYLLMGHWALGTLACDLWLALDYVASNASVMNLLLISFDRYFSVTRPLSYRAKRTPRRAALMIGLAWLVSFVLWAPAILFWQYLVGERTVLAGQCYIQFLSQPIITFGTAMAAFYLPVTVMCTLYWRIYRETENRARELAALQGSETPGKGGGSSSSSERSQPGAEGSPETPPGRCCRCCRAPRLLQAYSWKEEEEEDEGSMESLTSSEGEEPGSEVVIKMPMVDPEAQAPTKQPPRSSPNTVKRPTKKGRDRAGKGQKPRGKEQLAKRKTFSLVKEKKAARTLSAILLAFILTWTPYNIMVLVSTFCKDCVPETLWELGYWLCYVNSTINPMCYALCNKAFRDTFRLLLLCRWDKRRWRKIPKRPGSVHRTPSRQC
M1 antag: human M1 muscarinic receptor antagonists, primary screen, CHO-K1 cells, Fluo-8 calcium fluorescence, 1536-well; hit rate 1.3% among 360,000; inhibition, % at 3 µM; Muscarinic acetylcholine receptor M1 (Homo sapiens), P11229; CHO-K1 hM1, ACh EC80 antagonist; AID 588852, 2011;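 active = percent inhibition above its own plate's cutoff, namely the mean of that plate's compound wells plus 3 SD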;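 note: peak over basal fluorescence ratio during 140 s after agonist addition; 0% = ACh EC80 plus DMSO and 100% = DMSO alone without agonist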
M1 ag parental: counter-screen for M1 agonists: effect in parental CHO-K1 cells; AID 602248, 2012; activation, % at 3 µM; Fluo-8 calcium fluorescence; scaled to maximal ATP response, vehicle zero; hit rate 0.48% among 360,000; in the data active = activation above about 15%;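 note: untransfected CHO-K1 host cells lacking M1 receptor as counterscreen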
CHO-K1 Ca antag: nonselective inhibitor or artifact in parental CHO-K1 cells; ATP-induced calcium, Fluo-8 fluorescence; inhibition, % at 3 µM; hit rate 0.6% among 360,000;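 active = inhibition above a per-plate cutoff, the plate's mean sample inhibition plus 3 SD, cut at about 24% in these data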;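 note: 0% = DMSO plus EC80 ATP and 100% = DMSO alone without ATP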
TAAR1 antag: human TAAR1 antagonists, primary screen, Fluo-8 calcium fluorescence, CHO RD-HGA16 cells. hit rate 1.5% among 360,000. inhibition, % at 3 µM. antagonist;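 active = inhibition above a per-plate cutoff, the mean inhibition of test compounds on that plate plus 3 SD, cut at about 49% in these data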;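 note: 0% = DMSO plus EC80 beta-PEA response and 100% = DMSO alone without agonist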
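Test system: CHO RD-HGA16 cells bearing hTAAR1 | Reagent: β-PEA, EC80 | Compound dosing: 3 µM, single point | Schedule: Dye loading 75 min at 37 °C, then 30 min room temperature | Signal: Calcium fluorescence with Fluo-8 | Evaluation: Percent inhibition of PEA-evoked calcium signal, max/basal emission ratio | Control set: DMSO-only wells and EC80 β-PEA-stimulated wells | Repeats: Singlicate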
M1 PAM parental: nonselective calcium activators in parental CHO-K1 cells, primary screen, counter-screen for M1 PAM project, cell-based, Fluo-8 calcium fluorescence, full deck, 1536-well; ATP EC20; 0% at ATP EC20, 100% at ATP max; activation, % at 3 µM; hit rate 0.02% among 360,000; AID 602247, 2012;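 active = activation above the run cutoff, the mean activation of all test compounds plus 3 SD, cut at about 40% in these data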;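 note: peak over basal fluorescence ratio in a 140 s read after ATP addition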
M1 PAM: human M1 muscarinic receptor positive allosteric modulators, primary screen, CHO-K1 cells, Fluo-8 calcium fluorescence, 1536-well. AID 588819, 2011. hit rate 0.088% among 360,000. CHO-K1 hM1, ACh EC20; 0% = ACh EC20, 100% = maximal ACh. activation, % at 3 µM. Muscarinic acetylcholine receptor M1 (Homo sapiens), P11229; in the data active = activation above about 19%, passing the limit was not always enough
* marks the source's active call; other numbers are inactive results.

How did Cc1cccc(C)c1N1CCN(S(=O)(=O)c2ccc(F)cc2)CC1 do in these assays?
CHO parental Ca: -43; TAAR1 agonist: 5; CHRM1 agonist: -2; M1 antag: -7; M1 ag parental: 0.6; CHO-K1 Ca antag: -3; TAAR1 antag: -4; M1 PAM parental: 12; M1 PAM: -2

What do the screens show for `CC(NC(=O)c1ccc([N+](=O)[O-])cc1Cl)C1CC2CCC1C2` (stereo not drawn)?
CHO parental Ca: -25; TAAR1 agonist: -5; CHRM1 agonist: -9; M1 antag: -6; M1 ag parental: 1.3; CHO-K1 Ca antag: -22; TAAR1 antag: -29; M1 PAM parental: -4; M1 PAM: 7

What do the screens show for `NC(=O)NC(Cc1ccccc1)C(=O)NCCCSc1ccccc1` (stereo not drawn)?
CHO parental Ca: -8; TAAR1 agonist: 2; CHRM1 agonist: -4; M1 antag: -7; M1 ag parental: -0.5; CHO-K1 Ca antag: 1; TAAR1 antag: 0; M1 PAM parental: -4; M1 PAM: 10

What do the screens show for `Cc1ccc(CNC(=O)Cn2cc(C(F)(F)F)ccc2=O)cc1`?
CHO parental Ca: -10; TAAR1 agonist: 0; CHRM1 agonist: -1; M1 antag: -12; M1 ag parental: 0.7; CHO-K1 Ca antag: -3; TAAR1 antag: -14; M1 PAM parental: 10; M1 PAM: 10

What do the screens show for `O=C(CN1CCCCCC1)OCCN=C1NS(=O)(=O)c2ccccc21`?
CHO parental Ca: 3; CHRM1 agonist: -3; M1 antag: -7; M1 ag parental: 0.4; CHO-K1 Ca antag: -10; M1 PAM parental: 16; M1 PAM: 8

What do the screens show for `O=C(Nc1nccs1)C1CCN(S(=O)(=O)c2cccs2)CC1`?
CHO parental Ca: 14; TAAR1 agonist: 4; CHRM1 agonist: -1; M1 antag: -2; M1 ag parental: 6.8; CHO-K1 Ca antag: -15; TAAR1 antag: 11; M1 PAM parental: -1; M1 PAM: 6

What do the screens show for `CCOc1cc(C(=O)OCC(=O)NCc2ccco2)cc(OCC)c1OCC`?
CHO parental Ca: -29; TAAR1 agonist: 1; CHRM1 agonist: -2; M1 antag: -21; M1 ag parental: 0.3; CHO-K1 Ca antag: -15; TAAR1 antag: 1; M1 PAM parental: 19; M1 PAM: 16

How did CCC(CO)Oc1cc(NCc2ccccc2C)c2ncn(C(C)C)c2c1 (stereo not drawn) do in these assays?
CHO parental Ca: -22; TAAR1 agonist: 8; CHRM1 agonist: -6; M1 antag: -5; M1 ag parental: 0.8; CHO-K1 Ca antag: -12; TAAR1 antag: 2; M1 PAM parental: 12; M1 PAM: 12

What do the screens show for `CCC(=NN=C(CC)c1ccccc1O)c1ccccc1O`?
TAAR1 agonist: 2; CHRM1 agonist: -2; M1 antag: -4; M1 ag parental: -0.1; CHO-K1 Ca antag: 0; TAAR1 antag: -2; M1 PAM parental: 5; M1 PAM: 1

Results for COc1ccc(C(C(=O)NCc2ccccc2)N(C(=O)c2snc(C(N)=O)c2N)c2ccccc2OC)cc1OC (stereo not drawn) ?
CHO parental Ca: -23; TAAR1 agonist: 2; CHRM1 agonist: -2; M1 antag: 4; M1 ag parental: 1.0; CHO-K1 Ca antag: -14; TAAR1 antag: 5; M1 PAM parental: 2; M1 PAM: 0

How did CN1CCN(S(=O)(=O)c2ccc(N3CCN(C(=O)c4ccccc4)CC3)nc2)CC1 do in these assays?
CHO parental Ca: 5; TAAR1 agonist: 2; CHRM1 agonist: -5; M1 antag: -9; M1 ag parental: 0.5; CHO-K1 Ca antag: -18; TAAR1 antag: -2; M1 PAM parental: 23; M1 PAM: -2

What do the screens show for `COc1cc2[nH]c(=O)n(CCC(=O)N3CCN(Cc4ccccc4)CC3)c(=O)c2cc1OC`?
CHO parental Ca: 11; TAAR1 agonist: 0; CHRM1 agonist: -6; M1 antag: -15; M1 ag parental: 0.8; CHO-K1 Ca antag: -14; TAAR1 antag: -5; M1 PAM parental: 19; M1 PAM: 5

2 compounds picked at random from the list so far:
How did CCC(CO)Oc1cc(NCc2ccccc2C)c2ncn(C(C)C)c2c1 (stereo not drawn) do in these assays?
CHO parental Ca: -22; TAAR1 agonist: 8; CHRM1 agonist: -6; M1 antag: -5; M1 ag parental: 0.8; CHO-K1 Ca antag: -12; TAAR1 antag: 2; M1 PAM parental: 12; M1 PAM: 12

What do the screens show for `O=C(Nc1nccs1)C1CCN(S(=O)(=O)c2cccs2)CC1`?
CHO parental Ca: 14; TAAR1 agonist: 4; CHRM1 agonist: -1; M1 antag: -2; M1 ag parental: 6.8; CHO-K1 Ca antag: -15; TAAR1 antag: 11; M1 PAM parental: -1; M1 PAM: 6

Following part.
What do the screens show for `Nc1cccc(N=[N+]([O-])c2cccc(N)c2)c1`?
TAAR1 agonist: 3; CHRM1 agonist: 1; M1 antag: -10; M1 ag parental: 2.0; CHO-K1 Ca antag: -9; TAAR1 antag: -13; M1 PAM parental: 16; M1 PAM: 4

How did COc1cc(C(=O)COC(=O)Cc2cnc3sccn23)cc(OC)c1OC do in these assays?
CHO parental Ca: -13; TAAR1 agonist: 8; CHRM1 agonist: -2; M1 antag: 5; M1 ag parental: 1.0; CHO-K1 Ca antag: -2; TAAR1 antag: 0; M1 PAM parental: -2; M1 PAM: -1

What do the screens show for `Cc1cccc(CN2CCC(n3nccc3NC(=O)CCCc3ccccc3)CC2)c1`?
TAAR1 agonist: 5; CHRM1 agonist: -5; M1 antag: 1; M1 ag parental: 2.3; CHO-K1 Ca antag: -6; TAAR1 antag: -20; M1 PAM parental: -1; M1 PAM: -7

What do the screens show for `O=C(O)c1ccccc1SC1CC(=O)N(c2ccc3c(c2)OCO3)C1=O` (stereo not drawn)?
CHO parental Ca: 5; TAAR1 agonist: 9; CHRM1 agonist: -9; M1 antag: -13; M1 ag parental: -0.2; CHO-K1 Ca antag: -4; TAAR1 antag: 5; M1 PAM parental: 16; M1 PAM: 10

Results for CCOC(=O)c1ccc(NC(=O)CCc2nc(-c3ccc(Cl)cc3)no2)cc1 ?
CHO parental Ca: 47*; TAAR1 agonist: 16; CHRM1 agonist: 0; M1 antag: 15; M1 ag parental: 1.9; CHO-K1 Ca antag: -8; TAAR1 antag: 26; M1 PAM parental: 12; M1 PAM: -4

Results for CSc1ccccc1NC(=O)COc1ccc(S(=O)(=O)N2CCCC2)cc1 ?
CHO parental Ca: -16; TAAR1 agonist: 12; CHRM1 agonist: -6; M1 antag: -5; M1 ag parental: 0.8; CHO-K1 Ca antag: 1; TAAR1 antag: -1; M1 PAM parental: 2; M1 PAM: 1

What do the screens show for `Nc1ccc2c(c1Cl)C(=O)c1ccc(N)c(Cl)c1C2=O`?
TAAR1 agonist: 1; CHRM1 agonist: -3; M1 antag: 19; M1 ag parental: 0.6; CHO-K1 Ca antag: 6; TAAR1 antag: -4; M1 PAM parental: -28; M1 PAM: -11

What do the screens show for `O=C1CCC(=O)N1c1ccc(S(=O)(=O)Nc2ccc(Br)cc2)cc1`?
CHO parental Ca: -9; TAAR1 agonist: 13; CHRM1 agonist: 4; M1 antag: 7; M1 ag parental: 5.2; CHO-K1 Ca antag: -10; TAAR1 antag: -15; M1 PAM parental: 7; M1 PAM: -1

What do the screens show for `COc1cc(NC(=O)CCC(=O)O)nc(OC)n1`?
CHO parental Ca: -4; TAAR1 agonist: 2; CHRM1 agonist: -3; M1 antag: -4; M1 ag parental: 1.1; CHO-K1 Ca antag: -13; TAAR1 antag: 5; M1 PAM parental: 10; M1 PAM: 6

How did COC(C[C@H](O)[C@@H](C)[C@@H](O)COCc1ccccc1)OC do in these assays?
TAAR1 agonist: 0; CHRM1 agonist: 1; M1 antag: -2; M1 ag parental: 0.7; CHO-K1 Ca antag: -6; TAAR1 antag: -6; M1 PAM parental: 14; M1 PAM: 4

Results for COc1ccc(OCCSc2nc3nc(C)cc(C)n3n2)cc1 ?
CHO parental Ca: -1; TAAR1 agonist: 14; CHRM1 agonist: -2; M1 antag: 8; M1 ag parental: 0.1; CHO-K1 Ca antag: -11; TAAR1 antag: -19; M1 PAM parental: 9; M1 PAM: -1

Results for COc1cc(NC(=O)CNC(=O)Cn2c(C)cc3ccccc3c2=O)cc(OC)c1OC ?
CHO parental Ca: -9; TAAR1 agonist: -3; CHRM1 agonist: -4; M1 antag: 2; M1 ag parental: 0.1; CHO-K1 Ca antag: -11; TAAR1 antag: -13; M1 PAM parental: 4; M1 PAM: -1

How did C[C@H](CO)N1C[C@H](C)[C@@H](CN(C)S(=O)(=O)c2cn(C)cn2)Oc2c(NS(=O)(=O)c3ccccc3)cccc2C1=O do in these assays?
CHO parental Ca: -7; TAAR1 agonist: 0; CHRM1 agonist: -3; M1 antag: -5; M1 ag parental: 0.1; CHO-K1 Ca antag: -7; TAAR1 antag: -3; M1 PAM parental: 5; M1 PAM: 3

Results for COc1ccc([C@H]2C[C@H](O)[C@@H](n3cc(-c4ccc(F)cc4)nn3)CN2C(=O)c2cccs2)cc1 ?
TAAR1 agonist: 6; CHRM1 agonist: -1; M1 antag: 20; M1 ag parental: 0.6; CHO-K1 Ca antag: 6; TAAR1 antag: -1; M1 PAM parental: 6; M1 PAM: -11

How did CCOC(=O)Cc1csc(NC(=O)CCC(=O)O)n1 do in these assays?
CHO parental Ca: -24; TAAR1 agonist: -1; CHRM1 agonist: -1; M1 antag: -18; M1 ag parental: 0.0; CHO-K1 Ca antag: -7; TAAR1 antag: -10; M1 PAM parental: 5; M1 PAM: 11

What do the screens show for `C/C(=N\NC(=O)C(O)c1ccccc1)c1ccc(Cl)s1` (stereo not drawn)?
CHO parental Ca: -3; TAAR1 agonist: 1; CHRM1 agonist: -1; M1 antag: -15; M1 ag parental: 12; CHO-K1 Ca antag: -6; TAAR1 antag: -17; M1 PAM parental: 15; M1 PAM: 6

What do the screens show for `COc1ccc(OC)c(C2=NOC(C(=O)NCc3ccccn3)C2)c1` (stereo not drawn)?
CHO parental Ca: -3; TAAR1 agonist: 2; CHRM1 agonist: -2; M1 antag: -7; M1 ag parental: -0.1; CHO-K1 Ca antag: -11; TAAR1 antag: -2; M1 PAM parental: 5; M1 PAM: 4

Source: PubChem
